Screening data from PubChem.
esBAF inh = SWI/SNF esBAF complex inhibition; AID 602393; mouse ES cells, Bmi1-luciferase knock-in reporter, 24 h; 100% = twice the neutral-well signal; reporter increase, % at 12.5 µM; hit rate 2% among 350,000; in the data active = activation above about 40%; inconclusive = no clear call, values can overlap the other calls;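 note: 0% = median of the plate's neutral control wells and 100% = double that signal; a rise in the Bmi1 reporter signal indicates esBAF inhibition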
RAD52 anneal inh = blocks human RAD52 DNA annealing. P43351. recombinant RAD52 DNA annealing, FRET fluorescence. inhibition, % at 18.7 µM. hit rate 0.46% among 360,000. AID 651710;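 active = every replicate showing at least 50% inhibition; inconclusive = mean inhibition at least 50% but not in every replicate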
XiGFP reactiv = reactivates the inactive X chromosome in mouse fibroblasts | XiGFP mouse fibroblasts, % GFP-positive cells imaging, 3 d; cells co-treated with 5-aza-dC sensitizer; scaled so ellipticine positive control = 100% | activation, % at 7.58 µM | hit rate 0.055% among 360,000 | AID 743238;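 active = mean normalized replicate activation at least 10% and every replicate at or above 10%; inconclusive = only one of the two criteria met; inactive = mean below 10% and not all replicates reach 10%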;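 note: 0% = median of on-plate neutral control wells and 100% = ellipticine 6 µM median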
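System: XiGFP fibroblasts, SV40-immortalized. Medium: DMEM plus 5-aza-dC sensitizer. Doses: single point. Timing: 3 d treatment, 15 min room-temperature fixation. Control set: ellipticine 6 µM.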
S100A4 MyoIIA = inhibitors of human S100A4 binding to myosin IIA peptide; P26447; S100A4/TAMRA-MyoIIA peptide fluorescence polarization; inhibition, % at 10.7 µM; hit rate 0.14% among 360,000; AID 652163;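 active = mean inhibition of at least 70% across replicates, with every replicate also reaching that level; inconclusive = mean inhibition reaches 70% but some replicates fall short; inactive = mean inhibition below 70%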
Target sequence (P26447 whole entry, looked up): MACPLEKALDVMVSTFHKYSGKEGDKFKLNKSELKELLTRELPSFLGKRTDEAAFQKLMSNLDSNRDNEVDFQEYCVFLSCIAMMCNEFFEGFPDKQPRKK
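Compound dosing: one dose per compound; test system: human S100A4 monomer with TAMRA-labelled myosin IIA peptide; probe or stimulus: TAMRA-labelled myosin IIA heavy-chain peptide probe, 5 nM; medium: HEPES buffer with Ca2+, pH 7.2; schedule: 5 min incubation before reading; benchmarks: neutral control DMSO, positive control TFP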
RAD54 branch = blocks human RAD54 Holliday junction branch migration; Q92698; FAM/BHQ fluorescence; inhibition, % at 10.4 µM; hit rate 0.14% among 360,000;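 active = mean normalized replicate activity at least 40 and at least half of replicates scoring 40 or more; inconclusive = only one of the two criteria met; inactive = mean below 40 and under half of replicates reaching 40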;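 note: 0% = median of neutral control wells and 100% = median of positive control wells; inhibitors cause a drop in the FAM fluorescence signal; in these data hits start at about 50%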
ERp5 block = inhibitors of human ERp5. hit rate 0.05% among 350,000. inhibition, % at 9.99 µM. ERp5 insulin aggregation, absorbance 650 nm, 90 min. Q15084;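 active = mean replicate inhibition above about 25%, with every replicate also reaching it, limit read from the data, passing the limit was not always enough; inconclusive = only one of those two criteria met; inactive = neither criterion met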
ERAP1 inh = ERAP1 (human) enzyme inhibition; Q9NZ08; recombinant ERAP1, Leu-AMC fluorescence, 60 min; inhibition, % at 10.7 µM; hit rate 0.15% among 340,000;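 active = mean replicate inhibition of at least 30%, or all replicates individually reaching that 30% level; inactive = mean below 30% and not every replicate reaching it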;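 note: 0% = neutral control wells and 100% = L-leucinethiol positive control wells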
Target sequence (Q9NZ08 whole entry, looked up): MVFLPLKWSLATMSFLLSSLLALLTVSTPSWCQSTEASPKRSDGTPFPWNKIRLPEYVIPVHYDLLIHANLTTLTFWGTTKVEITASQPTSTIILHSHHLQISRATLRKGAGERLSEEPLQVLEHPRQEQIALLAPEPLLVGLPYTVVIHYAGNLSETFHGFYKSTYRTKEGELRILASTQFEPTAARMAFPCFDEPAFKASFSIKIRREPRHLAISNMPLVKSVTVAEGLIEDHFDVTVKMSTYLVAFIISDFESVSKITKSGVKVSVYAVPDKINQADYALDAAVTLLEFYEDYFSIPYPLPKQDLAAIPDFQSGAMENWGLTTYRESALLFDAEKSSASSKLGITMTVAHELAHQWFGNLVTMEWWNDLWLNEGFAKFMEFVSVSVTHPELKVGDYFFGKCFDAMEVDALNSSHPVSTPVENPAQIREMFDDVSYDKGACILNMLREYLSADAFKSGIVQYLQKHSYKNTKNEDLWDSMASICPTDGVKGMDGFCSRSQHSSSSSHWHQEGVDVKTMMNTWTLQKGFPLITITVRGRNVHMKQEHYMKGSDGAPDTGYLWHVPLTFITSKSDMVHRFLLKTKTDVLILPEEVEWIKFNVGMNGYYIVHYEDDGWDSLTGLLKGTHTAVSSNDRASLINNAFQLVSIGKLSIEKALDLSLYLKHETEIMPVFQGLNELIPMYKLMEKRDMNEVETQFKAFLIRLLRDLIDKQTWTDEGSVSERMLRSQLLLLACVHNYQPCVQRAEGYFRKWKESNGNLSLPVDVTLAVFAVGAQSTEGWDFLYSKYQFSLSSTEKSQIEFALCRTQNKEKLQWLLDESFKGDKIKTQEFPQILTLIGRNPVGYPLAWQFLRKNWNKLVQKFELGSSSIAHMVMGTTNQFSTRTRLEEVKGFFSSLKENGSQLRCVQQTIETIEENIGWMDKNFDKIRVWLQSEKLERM
E-sel inducer = E-selectin induction on HUVECs. HUVEC E-selectin immunofluorescence imaging; normalized: neutral wells 0, TNF-alpha wells 100. activation, % at 7.58 µM. AID 686992. hit rate 0.37% among 260,000. P16581;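 active = mean E-selectin-positive cell signal at least 10% of the positive control, reached in at least 60% of replicates, without over 20% cell loss; inconclusive = no rule given, readout overlaps actives, possibly toxicity-flagged; inactive = the rest, including those meeting only one limit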;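 note: in these data hits start at about 27%; measured in HUVEC primary endothelial cells; signal is the percent of cells scored E-selectin positive by PE staining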
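Test system: HUVEC | Signal: Immunofluorescence imaging | Read-out: Percent E-selectin-positive cells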
An asterisk follows results filed as active; i = inactive; ? = inconclusive; . = no result given; & = joins results of further samples.

SMILES	esBAF inh	RAD52 anneal inh	XiGFP reactiv	S100A4 MyoIIA	RAD54 branch	ERp5 block	ERAP1 inh	E-sel inducer
O=[N+]([O-])c1cccc(S(=O)(=O)c2ccc(NCCOCCO)c([N+](=O)[O-])c2)c1	0	1	-0.1	0	-6	4	-1	0.6
CCC(=O)Nc1ccc2c(c1)C(=O)N(C)C[C@H](OC)[C@@H](C)CN(Cc1ccccc1C(=O)O)[C@H](C)CO2	-16	17	-0.1	5	2	4	-4	-0.1
O=C(c1ccccc1)N1CCn2c1nc1ccccc12	.	-13	0.2	5	.	5	4	3.2
CNC(=O)c1c2c(nc3ccc(Br)cc13)CCCC2	-16	5	0.0	6	-1	-1	1	.
Cc1ccc(NC(=O)OC[C@@H]2CSCCS(=O)(=O)N2)cc1	.	-10	0.0	-5	.	-2	-2	.
CCCCNC(=O)Cn1cnc2sc(C)c(S(=O)(=O)N3CCN(c4ncccn4)CC3)c2c1=O	.	-13	1.5	20	.	0	1	.
C[C@@H]1CN([C@H](C)CO)C(=O)c2cc(C#Cc3ccccc3F)cnc2O[C@@H]1CN(C)S(=O)(=O)c1ccccc1F	3&3&-5	-5&-4&1	0.1&-0.2	12&-4&-14	6&5&7	-2&8&9	2&-2&1	0.0&0.4
O=C(COC(=O)c1cccs1)Nc1ccccc1C(F)(F)F	.	-8	-0.8	-5	.	-3	-3	-0.6
CC(C)NC(=O)N1[C@H](CO)[C@H](c2ccccc2)C12CN(C(=O)CN(C)C)C2	.	3	-0.1	-9	.	-1	-3	0.0
C[C@@H]1CCCCO[C@H](CN(C)S(=O)(=O)c2cn(C)cn2)[C@@H](C)CN([C@@H](C)CO)C(=O)c2cc(NC(=O)Nc3ccc(C(F)(F)F)cc3)ccc2O1	-2	.	0.0	.	-7	.	.	-0.1
C[C@@H]1CCCCO[C@@H](CN(C)Cc2ccc(C(=O)O)cc2)[C@@H](C)CN([C@H](C)CO)C(=O)c2cc(NS(=O)(=O)c3cn(C)cn3)ccc2O1	1	.	0.5	.	5	.	.	-0.2
COc1ccc(CN(C)C[C@H]2OCCCC[C@H](C)Oc3ccc(NS(=O)(=O)c4ccc(C)cc4)cc3C(=O)N([C@@H](C)CO)C[C@H]2C)cc1	.	45	-0.1	-5	.	2	1	-0.1
COc1ccc(-c2c(NC(=O)CC(C)C)n(C)c3ccccc3c2=O)cc1OC	-4	-3	0.1	2	2	1	2	0.2
Cc1cc(Cl)c2oc(C(=O)N3CCN(c4cnccn4)CC3)c(C)c2c1	.	-6	0.0	-4	.	-1	-1	1.1
Cc1ccc(C(=O)C2=C(O)C(=O)N(c3ncccn3)C2c2ccc(F)cc2)o1 (centres undefined)	4	-11	0.2	-3	8	-4	4	.
COc1ccc(/C=N/NC(=O)c2cccc(NC(=O)c3ccccc3Cl)c2)c(OC)c1	.	-13	0.0	-13	.	-1	-4	.
CC(C)Nc1nc(-c2cccnc2)nc(-c2ccccc2)c1C#N	3	-9	0.2	-7	7	3	-2	0.0
CN(C)/C=N/C1=C(C#N)C(c2ccc(Br)cc2)c2ccc3ccccc3c2O1 (centres undefined)	12	-20	0.2	1	-3	-6	0	?
CN(C)C(=O)c1ccc(-c2ccc(C3[C@@H]4CN(C(=O)c5cnccn5)C[C@H]3N4)cc2)cc1 (some centres undefined)	.	7	0.2	-2	.	-2	2	2.1
CC1CC(=O)N(c2ccc(NCCc3ccc(O)cc3)c([N+](=O)[O-])c2)C1=O (centres undefined)	13	-6	0.0	-2	-3	4	-2	0.6
Cc1ccc(C(=O)NCCSc2ccc(Cl)cc2)cc1S(=O)(=O)Nc1ccccc1	-6	-15	.	-2	1	2	0	.
COc1ccc(CNC(=O)c2cc(C3CC3)nc3c2cnn3C(C)C)cc1	-9	-14	0.2	-13	6	13	3	.
COc1ccc(CN(C)C[C@H]2Oc3ccc(NS(C)(=O)=O)cc3CC(=O)N([C@@H](C)CO)C[C@H]2C)cc1	-4	5	-1.1	-3	1	0	13	.
CCn1cc(C(=O)OC)c(=O)c2ccc(C)nc21	-4	-9	0.0	1	8	0	1	.
O=C(O)c1ccc(CNCc2cccc(Oc3ccccc3)c2)cc1	-4	-6	0.0	1	15	5	-20	-0.3
CN(C)CC(=O)N1CC[C@@H]2[C@H]1c1cc(Br)ccc1N(C)[C@@H]2CO	-4	.	0.0	.	15	.	.	0.4
Cc1cccc(NC(=O)c2ccc(-c3ccccc3[N+](=O)[O-])o2)c1	8	-14	-0.3	-4	2	0	0	.
C/C=C/c1ccc([C@@H]2[C@@H](CN(C)S(C)(=O)=O)N(C(C)=O)[C@H]2CO)cc1	-7	-41	0.4	-1	4	4	-7	-0.1
COc1ccc(CC(=O)N(C)CC(=O)Nc2ccccc2SC)cc1	-2	-10	0.0	-2	2	3	-1	.
CCCc1nnc(NC(=O)CCC(=O)N2CCN(S(=O)(=O)c3ccc(C)cc3)CC2)s1	.	-9	-0.1	-1	.	8	0	.
CC(Oc1ccccc1F)C(=O)NNC(=O)c1ccc(F)c(S(=O)(=O)N2CCOCC2)c1 (centres undefined)	-2	-8	0.3	3	-7	4	1	.
Cc1cccc(C)c1NC(=O)CNC(=O)C1CCCN(C(=O)c2ccc(Cl)cc2)C1 (centres undefined)	0	5	0.3	7	.	-3	-1	-0.4
C[C@@H]1CN([C@H](C)CO)C(=O)c2cccc(N(C)C)c2O[C@H]1CN(C)Cc1ccc(Oc2ccccc2)cc1	-3	-7	-1.0	-5	4	-2	3	.
COc1cccc(S(=O)(=O)N2CCC3(CC2)CN[C@@H](CO)c2c3c3ccc(OC)cc3n2C)c1	.	10	0.1	-3	.	2	5	-0.4
COc1ccc(/C=C(/NC(=O)c2ccccc2)c2nc3ccc(Cl)cc3[nH]2)cc1OC	.	-4	0.0	8	.	2	-3	-1.1
COc1ccc2nc(NN=Cc3cccc(C)n3)cc(C)c2c1	.	i	-0.2	-11	.	5	-3	-0.3
CCCC(=O)NC1CCc2cc(OC)c(OC)c(OC)c2-c2ccc(OC)c(=O)cc21 (centres undefined)	.	9	0.0	3	.	3	2	0.5
Cc1ccc(S(=O)(=O)N2CCCCC2)cc1NC(=O)c1cnccn1	-1	-7	0.4	-1	0	-5	-7	-0.1
C=CCC[C@@H](Cc1ccc(F)cc1)C(=O)OC[C@@H](Cc1c[nH]c2ccccc12)NC(=O)[C@@H](CC=C)CC(=O)N[C@H](CO)Cc1ccccc1	2	-4	0.1	1	-7	-1	1	0.6
Cc1ccc(S(=O)(=O)N(C)C[C@@H]2Oc3ccc(NC(=O)CCN4CCOCC4)cc3C(=O)N([C@@H](C)CO)C[C@H]2C)cc1	1	-1	-0.9	-2	15	-1	-2	0.4
O=C(COc1ccc(S(=O)(=O)N2CCOCC2)cc1)NCCc1ccc(Cl)cc1	-1	1	0.2	-2	-12	2	4	0.8
O=C(NCCN1C(=O)S/C(=C\c2cccs2)C1=O)[C@H](Cc1ccccc1)N1C(=O)c2ccccc2C1=O	.	-15	0.0	3	.	1	2	-1.5
CCCNC(=O)c1ccc(COc2ccc(CCC)cc2OC)o1	25	-4	0.3	-2	6	11	-1	0.1
C=CCOC(=O)C1=C(C)OC(N)=C(C#N)C1c1ccc(OC)c(CSc2ccccn2)c1 (centres undefined)	-2	-4	0.0	17	-5	0	5	.
Cc1ccc(CN2CCN(Cc3c(C)nn(-c4ccc(F)cc4)c3C)CC2CCO)o1 (centres undefined)	-4	-8	0.1	-2	2	-3	-5	5.0
CC(C)(COC(=O)C(c1ccccc1)c1ccccc1)CN1CCOCC1	-6	5	-0.1	-2	.	8	8	-0.5
COc1ccc(C(=O)Nc2cccc(C(=O)N3CCCCC3)c2)cc1	2	-4	0.2	5	-11	6	2	.
CC1(C)C2CCC1(C)C(OC(=O)c1ccccc1C(=O)O)C2 (centres undefined)	0	-6	0.2	0	-7	-2	-5	0.2
O=C(Cc1ccccc1[N+](=O)[O-])NC1CCN(Cc2ccccc2)CC1	-9	-21	0.0	0	3	3	3	.
COc1ccccc1S(=O)(=O)N[C@@H]1CC[C@H](CC(=O)NCc2cccc(F)c2)O[C@H]1CO	5	4	-0.2	-6	2	-3	1	0.4
COc1ccc(S(=O)(=O)N(C)C[C@@H]2Oc3ncc(Br)cc3C(=O)N([C@H](C)CO)C[C@@H]2C)cc1	-5&-2	6&-5	-0.4	1&11	-15&12	-1&-2	0&-2	0.4
O=C(C[C@H]1C[C@@H]2c3cc(NC(=O)CC4CC4)ccc3O[C@@H]2[C@H](CO)O1)NCc1ccccn1	1	-4	0.4	5	6	4	-4	0.7
N=c1ccn2c(n1)O[C@H]1[C@H](O)[C@@H](CO)O[C@H]12	-39	-6&13	-0.1	2&-5	-16	3&7	0&-1	-0.2
Cc1sc(NC(=O)CSc2nnc(N)s2)c(C#N)c1C	0	-6	0.0	2	-1	3	-4	.
COc1ccc(OC)c(C2C(C(=O)c3ccco3)=C(O)C(=O)N2CCN2CCOCC2)c1 (centres undefined)	6	-20	0.0	-9	-7	2	8	.
O=C(NC[C@@H]1CC[C@@H](Cc2ccc(-c3ccccc3)cc2)O1)Nc1ccc(Br)cc1	4	-13	0.1	0	3	3	-4	-1.3
O=C(NNC(=O)c1n[nH]c(=O)c2ccccc12)c1ccc(Br)cc1	.	-16	-0.2	-1	8	3	-1	.
CCOC(=O)C(c1nc2ccccc2[nH]1)n1c(-c2ccccn2)nc2ccccc21 (centres undefined)	49*	-26	0.2	0	6	5	-3	-0.1
CC(=O)Nc1ccc(NC(=O)C(C)OC(=O)C(C)SCC(=O)Nc2ccc(F)cc2)cc1 (centres undefined)	0	-4	0.0	-2	1	7	-3	-1.6
O=C(NCCN1CCCCC1)[C@H]1[C@H](CO)[C@H]2Cn3c(cccc3=O)[C@@H]1N2C(=O)C1CCCCC1	-2	5	0.3	-2	6	3	1	0.1
Further records
SMILES	esBAF inh	RAD52 anneal inh	XiGFP reactiv	S100A4 MyoIIA	RAD54 branch	ERp5 block	ERAP1 inh	E-sel inducer
COc1ccc(NC(=O)C2CCCN(S(=O)(=O)c3ccccc3)C2)c(OC)c1 (centres undefined)	.	3	0.1	-5	10	-3	4	.
COc1ccccc1C1SCCN1S(=O)(=O)c1ccccc1 (centres undefined)	1	-8	0.0	-1	-3	-4	0	0.1
CC1CCC(NC(=O)CCN2C(=O)C3CC=CCC3C2=O)CC1 (centres undefined)	1	6	-0.1	7	3	0	-2	-0.5
COc1ccccc1CNC(=O)c1cc(-c2cc(Cl)ccc2C)n[nH]1	5	1	0.0	0	1	1	1	4.3
CCC(=O)N1[C@H](C(=O)NCCCN(C)C)[C@@H](CO)[C@@H]2Cn3c(ccc(-c4ccccc4OC)c3=O)[C@@H]21	0	15	0.2	-2	15	-1	-1	0.5

One compound at a time, from the list above. Order of screens: esBAF inh | RAD52 anneal inh | XiGFP reactiv | S100A4 MyoIIA | RAD54 branch | ERp5 block | ERAP1 inh | E-sel inducer
`CN(C)/C=N/C1=C(C#N)C(c2ccc(Br)cc2)c2ccc3ccccc3c2O1` (centres undefined) is entered as 12 | -20 | 0.2 | 1 | -3 | -6 | 0 | ?
`CN(C)C(=O)c1ccc(-c2ccc(C3[C@@H]4CN(C(=O)c5cnccn5)C[C@H]3N4)cc2)cc1` (some centres undefined) is entered as . | 7 | 0.2 | -2 | . | -2 | 2 | 2.1
